From PubChem
bIAP activator – bovine intestinal alkaline phosphatase activators, primary screen, biochemical, bovine IAP, CDP-star luminescence; AID 1016, 2008; alkaline phosphatase, intestinal [Bos taurus]; activation factor at 20 µM; purified bovine IAP, 30 min; stronger effect = higher value; fold of DMSO-control signal, blank-subtracted; 0.17% of 200,000 active;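 active = activation factor of 2 or more at 20 µM, a signal rise over negative controls twice the positive control's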
TNAP inh hi DEA – human TNAP enzyme inhibitors, primary screen, biochemical, luminescent, high phosphate acceptor level, uHTS; Alkaline phosphatase, tissue-nonspecific isozyme (Homo sapiens), P05186; purified TNAP, CDP-star luminescence, 1 M DEA; inhibition, % at 20 µM; 0.03% of 200,000 active;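 active = over 50% inhibition of tissue-nonspecific alkaline phosphatase at 20 µM in the single-dose screen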;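 note: plate controls were DMSO wells for no effect and EDTA-quenched wells as full inhibition for full effect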
Target sequence (P05186 whole entry, looked up): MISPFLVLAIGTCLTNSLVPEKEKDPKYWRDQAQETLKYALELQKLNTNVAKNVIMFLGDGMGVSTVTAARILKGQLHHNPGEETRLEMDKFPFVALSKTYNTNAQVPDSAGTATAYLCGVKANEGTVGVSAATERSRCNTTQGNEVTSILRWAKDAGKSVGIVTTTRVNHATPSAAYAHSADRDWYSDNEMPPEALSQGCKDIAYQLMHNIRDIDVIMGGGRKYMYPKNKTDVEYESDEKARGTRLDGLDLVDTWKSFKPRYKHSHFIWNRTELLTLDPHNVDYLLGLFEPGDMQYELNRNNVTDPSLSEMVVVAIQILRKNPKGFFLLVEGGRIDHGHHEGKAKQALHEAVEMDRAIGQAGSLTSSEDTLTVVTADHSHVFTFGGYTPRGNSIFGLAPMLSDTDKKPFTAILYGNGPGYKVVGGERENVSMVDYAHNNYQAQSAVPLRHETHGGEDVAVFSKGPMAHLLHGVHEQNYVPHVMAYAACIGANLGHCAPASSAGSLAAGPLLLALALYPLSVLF
TNAP inh no acc – human TNAP enzyme inhibitors, primary screen, biochemical, luminescent, no phosphate acceptor, uHTS. Alkaline phosphatase, tissue-nonspecific isozyme (Homo sapiens), P05186. purified TNAP, CDP-star luminescence, 30 min. inhibition, % at 20 µM. 0.26% of 200,000 active;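 active = tissue-nonspecific alkaline phosphatase inhibition above about 50% at 20 µM in the single-dose screen, limit read from the data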;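 note: 0% = DMSO negative control and 100% = EDTA positive control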
PPARg SRC1 recr – PPARgamma agonists recruiting SRC-1 coactivator, primary screen, biochemical; PPARgamma-SRC-1 coactivator recruitment biochemical assay; 0.41% of 200,000 active; activation, % at 8 µM; Peroxisome proliferator-activated receptor gamma (Homo sapiens), P37231; in the data active = activation above about 19%;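 note: 0% = DMSO and 100% = reference agonist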
Target sequence (P37231 whole entry, looked up): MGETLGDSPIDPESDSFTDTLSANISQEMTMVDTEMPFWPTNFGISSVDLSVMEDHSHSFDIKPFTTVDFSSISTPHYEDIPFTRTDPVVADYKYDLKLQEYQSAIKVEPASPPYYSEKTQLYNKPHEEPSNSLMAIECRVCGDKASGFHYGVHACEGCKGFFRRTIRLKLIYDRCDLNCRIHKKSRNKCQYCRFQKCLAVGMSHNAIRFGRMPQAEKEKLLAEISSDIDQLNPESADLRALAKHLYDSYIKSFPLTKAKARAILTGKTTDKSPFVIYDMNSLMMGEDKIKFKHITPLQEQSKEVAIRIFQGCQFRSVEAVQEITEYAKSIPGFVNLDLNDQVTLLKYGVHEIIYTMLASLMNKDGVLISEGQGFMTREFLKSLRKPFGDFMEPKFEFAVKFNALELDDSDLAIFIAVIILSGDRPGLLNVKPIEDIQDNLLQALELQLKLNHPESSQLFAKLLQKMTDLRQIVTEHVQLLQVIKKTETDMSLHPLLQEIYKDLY
TR-FRET SRC-2 ct – TR-FRET signal artefacts, primary screen, artefact control for PPARgamma SRC-2 agonist project, biochemical; TR-FRET ratio at 8 µM; 0.4% of 200,000 active; TR-FRET artefact counter-screen; stronger effect = higher value; in the data active = TR-FRET ratio above about 2000; note: inactives centre near 1500
PPARg SRC3 recr – PPARgamma agonists recruiting SRC-3 coactivator, primary screen, biochemical; Peroxisome proliferator-activated receptor gamma (Homo sapiens), P37231; biochemical PPARgamma/SRC-3 coactivator recruitment assay; activation, % at 8 µM; 0.26% of 200,000 active; AID 731, 2007; in the data active = activation above about 23%;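 note: 0% = DMSO and 100% = reference agonist; some compounds past the cut are filed as inactive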
TNAP act hi DEA – TNAP activators at high phosphate acceptor level, primary screen, biochemical, luminescence, uHTS; Alkaline phosphatase, tissue-nonspecific isozyme (Homo sapiens), P05186; purified TNAP, CDP-star luminescence, 1 M DEA, 30 min; stronger effect = higher value; 0 = EDTA background, 1 = DMSO-only activity; activation factor at 20 µM; 200,000 tested, under 10 active;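 active = activation factor at least 2 at 20 µM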
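system = human TNAP | amount = enzyme diluted 1/800 final | reagent = 100 µM CDP-star substrate | signal = luminescent substrate turnover signal | dosing = one dose, 20 µM | benchmarks = EDTA negative control, DMSO positive control | measure = activation factor | timing = 30 min reaction, room temperature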
Efa HMGR inh – inhibitors of E. faecalis class II HMGR, primary screen, biochemical, Enterococcus faecalis; HMG-CoA reductase (Enterococcus faecalis, mvaE); AID 1066, 2008; purified E. faecalis HMGR, NADPH absorbance 340 nm kinetic; inhibition, % at 10 µM; 0.41% of 190,000 active;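 active = inhibition above a set limit, the median over all tested compounds plus 3 SD, cut at about 9.5% in these data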;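 note: enzyme runs in reverse so mevalonate oxidation gives rising NADPH absorbance; 0% = complete reaction with DMSO and 100% = background rate lacking mevalonate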
bIAP inh – bovine intestinal alkaline phosphatase inhibitors, primary screen, selectivity assay for TNAP inhibitor project, biochemical, bovine IAP, CDP-star luminescence; alkaline phosphatase, intestinal [Bos taurus]; purified bovine IAP, 30 min; inhibition, % at 20 µM; 190,000 tested, under 10 active; AID 1019, 2008;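 active = over 50% inhibition of intestinal alkaline phosphatase at 20 µM in the single-dose screen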
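Incubation: 30 min reaction at room temperature / Material: purified bovine intestinal alkaline phosphatase (IAP) enzyme / Input: enzyme at 1/65,000,000 dilution / Dosing: 20 µM single dose / Signal: CDP-star luminescence signal / Reagent: CDP-star chemiluminescent phosphatase substrate, 30 µM final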
PPARg SRC2 recr – agonists of PPARg-SRC-2 recruitment, primary screen, biochemical, HTS; PPARgamma LBD-SRC-2 recruitment; activation, % at 8 µM; 0.34% of 200,000 active; in the data active = activation above about 22%;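 note: 0% = vehicle and 100% = reference agonist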
* marks the source's active call; other numbers are inactive results; · = not tested or not shown.

compound	bIAP activator	TNAP inh hi DEA	TNAP inh no acc	PPARg SRC1 recr	TR-FRET SRC-2 ct	PPARg SRC3 recr	TNAP act hi DEA	Efa HMGR inh	bIAP inh	PPARg SRC2 recr
O=C(c1cc(NC(=O)C23CC4CC(CC(C4)C2)C3)cc(NC(=O)C23CC4CC(CC(C4)C2)C3)c1)N1CCCCC1	0.9	-14.9	-35.5	2.5	1583	12.8	1.1	-1.3	13.3	5.6
C=CCOc1cccc(CNn2cn[nH]c2=S)c1	0.9	-2.9	5.3	-6.9	1569	0.1	1	3.3	12.5	2.0
CCCCCCCNc1nc(Cl)nc(NCCO)n1	1.1	-8.1	-0.9	-3.6	1545	0.8	1.1	-0.7	-10.7	0.3
C=CCN(C(=O)CNC(=O)c1ccco1)C(C(=O)NC1CCCCC1)c1ccc(F)cc1 (stereo not given)	1.1	-6.4	-7.5	-0.5	1406	-9.7	1.1	-9.3	-7.2	3.9
CCN1CC2CCCC3(C1)C(=O)NC1(CCCCC1)N=C23 (stereo not given)	0.9	-10.7	-11.7	0.0	1437	0.3	1.1	-6.7	7.6	-4.3
COCCCNC(=S)N1CCN(c2ccc([N+](=O)[O-])cc2)CC1	1	11.3	0.0	3.5	1687	6.4	0.9	1.7	-1.9	9.2
N#Cc1ccccc1NC(=O)c1ccc2c(Cl)c3c(nc2c1)CCCC3	1	-0.8	-11.2	-0.5	1277	0.4	1	-8.1	2.6	4.6
CCOc1ccc2[nH]c(=S)[nH]c2c1	1.1	-2.3	-18.1	6.7	1622	10.6	1	-2.2	-14.7	-0.3
CC(C)(O)c1nnn(-c2ccccc2)c1C(F)(F)F	1	-4.3	-14.6	1.5	1288	2.2	1	3.2	3.0	-2.1
C=CCn1c(=NC(=O)c2cc(-c3cccs3)nc3ccccc23)sc2cc(S(N)(=O)=O)ccc21	0.9	1.0	-22.6	6.7	1739	3.2	1	-5.5	12.2	3.8
FC(F)(F)c1ccc2c(c1)nc1n2CCCC1	1	-6.0	-8.9	6.4	1591	0.6	1.1	-5.0	-0.1	-0.1
C=CCNC(=O)CCCOc1cc(C)ccc1C	0.9	-6.6	-10.8	0.9	1318	-0.6	1.1	0.2	5.6	-4.0
COC(=O)c1ccc(OCCCCN2CC(C)OC(C)C2)cc1 (stereo not given)	1	-5.4	6.8	7.7	1481	1.4	1.1	3.5	-1.0	-2.0
O=C(Nc1nnc(-c2cccnc2)o1)c1ccccc1Cl	1	-5.7	-3.2	-1.5	1321	-5.4	1.1	-0.5	-2.3	1.6
Cc1ccc(CN2CCN(CC(=O)NCCCN3CCN(c4ccc(F)cc4)CC3)C2=O)cc1	1.1	-0.2	-9.1	12.5	1669	6.5	1	0.2	-8.6	10.0
COC(Cn1cc(C)c(=O)[nH]c1=O)OC	0.9	-4.6	-4.2	0.9	1585	3.8	1	-3.3	7.9	4.6
C#CCOc1c(Br)cc(/C=N\NC(=O)CN2CCOCC2)cc1OCC	1	-6.4	-4.6	7.1	1632	12.4	1.1	-1.1	0.3	1.3
Cc1ccc(C(=O)Nc2c(C(=O)N3CCOCC3)cnn2-c2ccccc2)cc1	1.1	-9.3	-0.7	-5.4	1726	10.5	1.1	-0.4	-11.1	19.4
Cc1csc(OCC(=O)Nc2ccc(C)c(C)c2)n1	0.9	-7.0	-11.7	0.7	1550	-0.1	1.1	1.0	11.0	2.2
N#CC(C(=O)OCc1ccccc1)c1nc2ccccc2nc1N1CCOCC1 (stereo not given)	0.9	4.6	2.1	6.5	1648	-0.4	1	-7.8	12.6	3.8
Cc1cccc(C)c1N(CC(=O)Nc1cc(Cl)ccc1Oc1ccccc1)S(C)(=O)=O	1	-3.3	-8.3	-2.0	1506	0.1	1	-0.8	-0.1	2.7
Cc1ccc(-c2nc(NCC3CCCO3)sc2C)cc1 (stereo not given)	1.3	-6.2	-7.7	10.3	1626	4.5	1.1	12.1*	-30.3	1.6
COc1ccc(NC(=O)c2ccco2)cc1NC(=O)c1cccc(OC(C)C)c1	1	2.0	-4.4	2.9	1798	-2.0	1	-2.9	-4.7	3.2
O=C(CSC1=NCCN1)NC(c1ccccc1)c1ccccc1	1.1	-0.6	-5.9	-7.2	1440	-3.1	1	-2.2	-14.4	2.0
O=C(COC(=O)/C=C/c1ccccc1Cl)NC(=O)Cc1ccccc1	0.7	-0.7	-23.5	7.9	1716	5.2	1	-1.0	33.7	11.2

Efa HMGR inh, hit marks shown above.
smiles,bIAP activator,TNAP inh hi DEA,TNAP inh no acc,TNAP act hi DEA,Efa HMGR inh,bIAP inh,PPARg SRC2 recr
Cc1ccc(-c2nc(NCC3CCCO3)sc2C)cc1 (stereo not given),1.3,-6.2,-7.7,1.1,12.1*,-30.3,1.6

Later entries.
compound	bIAP activator	TNAP inh hi DEA	TNAP inh no acc	PPARg SRC1 recr	TR-FRET SRC-2 ct	PPARg SRC3 recr	TNAP act hi DEA	Efa HMGR inh	bIAP inh	PPARg SRC2 recr
CCCOc1cccc(OCCSc2nc(C)cc(=O)[nH]2)c1	0.9	0.1	-3.5	1.1	1514	-4.8	1	-0.7	12.4	3.5
Cc1cc(C(=O)OCC(N)=O)c(C)n1-c1ccccc1	1.1	-1.8	-11.9	-4.0	1564	-3.7	1	-1.5	-5.7	-4.6
Cn1c(N)c(C(=O)COC(=O)c2cc(S(=O)(=O)N3CCCCC3)ccc2Cl)c(=O)n(C)c1=O	1.2	-4.7	-5.3	0.1	1512	0.7	1	-4.2	-20.3	-3.9
O=C(COc1ccccc1)Nc1ccc(S(=O)(=O)N2CCOCC2)cc1	1	1.8	-5.0	2.0	1273	0.5	1	-9.2	-2.4	-0.3
Cc1cccc(N2CCN(C(=O)c3ccc(CS(=O)(=O)c4ccccc4C)o3)CC2C)c1 (stereo not given)	1.1	0.0	8.0	4.4	1693	6.7	1	-2.8	-11.1	6.9
Cc1cccc(C(=O)NNC(=O)c2ccc(Cl)cc2)c1O	1.4	-0.9	11.7	3.3	1499	2.2	1	4.9	-35.0	2.5
CN(C)S(=O)(=O)c1cccc(C(=O)OCC(=O)Nc2sccc2C(N)=O)c1	·	·	·	-1.8	1313	-6.7	·	-5.9	·	-12.7
CS(=O)(=O)N(CCC#N)Cc1ccc(/C=C2\C(=O)Nc3ccccc32)o1	0.9	-1.9	-3.3	7.6	1692	8.4	1	-2.9	6.2	15.6
O=C(Oc1cc(=O)oc2ccccc12)c1ccco1	0.9	-4.3	-13.6	1.5	1448	-1.0	1	6.5	9.8	8.5
CCn1c(SCc2ccc(C)cc2)nnc1-c1cnccn1	1	-7.5	-10.2	14.5	1747	21.2	1.1	-7.3	3.3	1.2
Cc1[nH]nc2c1C(c1ccsc1C)C(C#N)=C(N)O2 (stereo not given)	0.9	-4.6	2.4	1.5	1409	-5.4	1	3.0	14.8	-1.0
COc1cc(Cl)cc(C2NC(=O)NC(C)=C2C(C)=O)c1OCC(=O)O (stereo not given)	1.2	-0.8	-8.1	4.4	1760	9.1	1	-1.8	-16.7	4.1
CSc1nc(N)nc(-c2cccs2)c1C#N	0.9	-4.2	0.7	5.5	1722	8.8	1	0.7	11.8	8.1
CN(c1ccccc1)S(=O)(=O)c1cc(C(=O)OCC(N)=O)ccc1Cl	0.9	-4.4	-11.3	3.5	1582	0.1	1	-0.2	6.5	-7.2
c1ccc(SCc2nc(-c3ccccn3)no2)cc1	0.9	3.5	-3.5	-1.4	1666	10.9	1	-5.5	10.7	3.0
Cc1cc(C)n(CC(C)O)c(=O)c1C#N (stereo not given)	0.9	0.6	-0.7	0.9	1601	-7.1	1	1.1	10.7	2.3
Cc1c(NC(=S)NC(=O)C(c2ccccc2)c2ccccc2)cccc1C(=O)O	1	-5.2	-14.5	7.5	1835	1.9	1.1	-3.7	-1.6	7.7
Cc1c(C(=O)Nc2ccccc2-c2ccccc2)cccc1[N+](=O)[O-]	0.7	-6.0	-13.3	-3.0	1530	-1.9	1.1	-0.5	25.9	-2.7
COc1ccc(CCNC(=O)CCCN2C(=O)c3ccccc3C2=O)cc1OC	1	-2.7	-7.6	-2.7	1575	-11.1	1	-4.2	0.6	-4.0
CCN(C(=O)CSc1nnc(-c2ccncc2)n1Cc1ccccc1)C1CCS(=O)(=O)C1 (stereo not given)	1.1	-4.0	-8.0	2.4	1544	0.4	1	-1.2	-10.9	2.9
Cc1ccc(NC(=O)C(OC(=O)c2cc(C)oc2C)c2ccccc2)cc1 (stereo not given)	0.5	-2.4	-15.5	0.8	1679	9.3	1	-9.8	46.1	11.6
CC(C)(C)CN1CCNC(=O)C1CC(=O)NC1Cc2ccccc2C1 (stereo not given)	1.3	-4.9	-10.7	1.5	1465	-3.9	1	1.8	-28.3	-1.7
COc1ccc(C2CC(=O)C=C(NCCC(C)C)C2)cc1 (stereo not given)	0.9	-4.3	-7.0	2.6	1544	12.6	1	-9.0	6.4	2.7
O=C(COC(=O)c1ccncc1)c1ccccc1	1	-2.1	-2.9	3.6	1744	-0.2	1	-5.4	0.6	-2.8
Cc1c(N=C2SCC(=O)N2c2c(C)n(C)n(-c3ccccc3)c2=O)c(=O)n(-c2ccccc2)n1C	0.9	-5.2	-12.5	-0.3	1580	4.3	1.1	3.6	6.9	8.3
Cc1cc(C)n2nc(SCC(=O)c3ccc[nH]3)nc2n1	0.9	-6.8	-16.0	5.2	1562	2.3	1.1	0.3	14.5	2.8
c1ccc(-c2cn(-c3ccccc3)c3ncnc(NCCCN4CCOCC4)c23)cc1	1.1	1.2	-12.2	3.3	1766	0.2	1	-2.7	-12.2	5.2
CN=C1c2c(-c3ccccc3)c3cc(OC)ccc3n2CCN1C	0.9	-8.1	-16.9	-3.1	1551	0.3	1.1	-13.2	14.7	-0.5
CCn1c(CSc2nnc(-c3ccncc3)n2CCOC)nc2cc(C(=O)O)ccc21	1	-7.7	-21.4	8.4	1660	7.7	1.1	1.3	-3.5	6.0
CCC(=O)Nc1sc2c(c1C(=O)N(C)C)CCCCC2	0.9	-2.9	-12.5	2.0	1522	3.0	1	-11.4	12.3	5.6
COc1ccc(C(C#N)c2ccc(=O)[nH]n2)cc1 (stereo not given)	0.9	-6.9	-8.7	-10.2	1427	2.4	1.1	2.8	7.8	-3.9
